M5 antag: human M5 muscarinic receptor antagonists, primary screen, CHO cells, Fluo-8 calcium fluorescence | 360,000 tested, 0.59% active | inhibition, % at 3 µM | AID 624040, 2012 | CHO-hM5 cells, ACh EC80;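 active = inhibition above a per-plate cutoff, the mean of that plate's test compounds plus 3 SD, cut at about 27% in these data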;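 also: 0% = acetylcholine EC80 with DMSO and 100% = DMSO without agonist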
Target sequence (P08912 whole entry, looked up): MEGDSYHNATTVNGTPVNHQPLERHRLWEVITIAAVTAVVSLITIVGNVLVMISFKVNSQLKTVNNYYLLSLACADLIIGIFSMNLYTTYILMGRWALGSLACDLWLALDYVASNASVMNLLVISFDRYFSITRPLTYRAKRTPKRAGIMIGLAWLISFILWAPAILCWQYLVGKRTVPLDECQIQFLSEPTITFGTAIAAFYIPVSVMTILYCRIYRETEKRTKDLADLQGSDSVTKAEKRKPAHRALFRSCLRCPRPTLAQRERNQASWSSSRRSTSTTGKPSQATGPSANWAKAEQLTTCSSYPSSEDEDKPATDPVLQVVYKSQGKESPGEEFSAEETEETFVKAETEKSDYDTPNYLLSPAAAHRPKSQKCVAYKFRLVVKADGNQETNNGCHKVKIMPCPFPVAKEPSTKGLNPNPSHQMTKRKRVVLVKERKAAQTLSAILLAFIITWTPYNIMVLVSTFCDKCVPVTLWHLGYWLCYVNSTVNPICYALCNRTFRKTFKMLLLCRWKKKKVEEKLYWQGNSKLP
CHRM1 antagonist: human M1 muscarinic receptor antagonists, primary screen, CHO-K1 cells, Fluo-8 calcium fluorescence, 1536-well; 360,000 tested, 1.3% active; CHO-K1 hM1, ACh EC80 antagonist; Muscarinic acetylcholine receptor M1 (Homo sapiens), P11229; inhibition, % at 3 µM; AID 588852, 2011;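 active = percent inhibition above its own plate's cutoff, namely the mean of that plate's compound wells plus 3 SD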;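 also: peak over basal fluorescence ratio during 140 s after agonist addition; 0% = ACh EC80 plus DMSO and 100% = DMSO alone without agonist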
Target sequence (P11229 whole entry, looked up): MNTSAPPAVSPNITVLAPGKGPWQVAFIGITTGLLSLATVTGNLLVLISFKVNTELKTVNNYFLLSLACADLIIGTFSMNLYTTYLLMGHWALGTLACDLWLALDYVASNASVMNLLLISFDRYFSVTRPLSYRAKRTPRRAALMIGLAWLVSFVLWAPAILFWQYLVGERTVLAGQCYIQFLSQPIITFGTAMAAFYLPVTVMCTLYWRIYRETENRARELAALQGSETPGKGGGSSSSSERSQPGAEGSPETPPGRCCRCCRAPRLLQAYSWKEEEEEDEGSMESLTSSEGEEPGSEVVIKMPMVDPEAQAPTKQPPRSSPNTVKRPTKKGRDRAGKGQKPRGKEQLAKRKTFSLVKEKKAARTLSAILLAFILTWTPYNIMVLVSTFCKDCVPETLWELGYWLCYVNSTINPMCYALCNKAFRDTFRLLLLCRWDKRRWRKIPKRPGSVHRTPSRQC
CRFBP-R2 agonist: agonists of CRF-BP/CRF-R2 complex, primary screen, cell-based, HEK293, calcium dye fluorescence, uHTS; CRF-binding protein / CRF receptor 2 complex (human); calcium dye fluorescence (FLIPR); percent of saturating CRF peptide response; activation, % at 13.2 µM; 350,000 tested, 0.46% active; AID 588473, 2011;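 active = activation of at least 50%, plus an integration ratio under a set limit after plate pattern correction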;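 also: plate controls were neutral control wells without compound for no effect and CRF at EC100 for full effect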
M4 ag: human M4 muscarinic receptor agonists, primary screen, CHO-K1 cells, Fluo-8 calcium fluorescence | Muscarinic acetylcholine receptor M4 (Homo sapiens), P08173 | CHO-K1 hM4/Gqi5; vehicle 0%, full acetylcholine response 100% | activation, % at 3 µM | 360,000 tested, 0.14% active;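 active = activation above the run mean over all test wells plus 3 SD, cut at about 32% in these data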;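 also: peak over basal fluorescence ratio per well then scaled between controls; 0% = DMSO wells and 100% = acetylcholine at EC100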
CHRM4 PAM: human M4 muscarinic receptor positive allosteric modulators, primary screen, CHO-K1 cells, Fluo-8 calcium fluorescence | activation, % at 3 µM | Muscarinic acetylcholine receptor M4 (Homo sapiens), P08173 | AID 624126, 2012 | 360,000 tested, 0.4% active | CHO-K1 hM4/Gqi5, ACh EC20; 0% = ACh EC20, 100% = maximal ACh;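 active = activation above its plate's cutoff, the mean activation of sample wells plus 3 SD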; also: some results filed as inactive read as strong as hits
CHRM5 agonist: human M5 muscarinic receptor agonists, primary screen, CHO-K1 cells, Fluo-8 calcium fluorescence. Muscarinic acetylcholine receptor M5 (Homo sapiens), P08912. CHO-K1 hM5 cells; 0% DMSO wells, 100% maximal acetylcholine response. activation, % at 3 µM. 360,000 tested, 0.19% active;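 active = activation above the run's mean over test compounds plus 3 SD, cut at about 23% in these data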;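 also: signal is peak over basal fluorescence ratio across the kinetic read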
CHRM5 PAM: human M5 muscarinic receptor positive allosteric modulators, primary screen, CHO-K1 cells, Fluo-8 calcium fluorescence; CHO-K1 hM5, ACh EC20 PAM; 0% = ACh EC20, 100% = ACh EC100; activation, % at 3 µM; 360,000 tested, 0.3% active; AID 624038, 2012;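 active = activation above the run cutoff, the mean activation of all test compounds plus 3 SD, cut at about 18% in these data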
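Replicates: One well per compound, no replicates | System: Human M5 receptor in CHO-K1 cells | Benchmarks: Low control EC20 acetylcholine (0%), high control EC100 acetylcholine (100%) | Probe or stimulus: Acetylcholine, EC20 level | Times: Fluo-8 loading 80 min at 37 °C plus 30 min room temperature | Signal: Intracellular calcium via Fluo-8 fluorescence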
M4 antag: human M4 muscarinic receptor antagonists, primary screen, CHO cells, Fluo-8 calcium fluorescence | AID 624125, 2012 | Muscarinic acetylcholine receptor M4 (Homo sapiens), P08173 | inhibition, % at 3 µM | CHO-hM4 cells, ACh EC80 | 360,000 tested, 0.73% active;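 active = inhibition above its plate's cutoff, the mean inhibition of sample wells plus 3 SD, cut at about 27% in these data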;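 also: 0% = acetylcholine EC80 with DMSO and 100% = DMSO without agonist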
CHRM1 PAM: human M1 muscarinic receptor positive allosteric modulators, primary screen, CHO-K1 cells, Fluo-8 calcium fluorescence, 1536-well. AID 588819, 2011. Muscarinic acetylcholine receptor M1 (Homo sapiens), P11229. 360,000 tested, 0.088% active. CHO-K1 hM1, ACh EC20; 0% = ACh EC20, 100% = maximal ACh. activation, % at 3 µM; in the data active = activation above about 19%, passing the limit was not always enough
Active calls of the source: *; x = no result given. Not a hit list (roughly 2.8% active in at least one column).

| CHRM1 antagonist | M4 ag | CHRM5 agonist | CHRM4 PAM | CHRM1 PAM | CHRM5 PAM | M5 antag | CRFBP-R2 agonist | M4 antag | compound |
| --- | --- | --- | --- | --- | --- | --- | --- | --- | --- |
| -18 | 1 | 2 | 1 | 5 | 1 | -4 | 1.7 | 4 | C[C@H]1CN([C@@H](C)CO)C(=O)CCCn2cc(nn2)CO[C@@H]1CN(C)C(=O)Nc1ccc2c(c1)OCO2 |
| -2 | 4 | -2 | -4 | -3 | -6 | 9 | 0.2 | -6 | O=C(NCC1CCCO1)c1ccc2c(c1)N(Cc1ccc(Cl)cc1)CCS2 (stereo not drawn) |
| -12 | 0 | 0 | -2 | -2 | 0 | -5 | -2.0 | -7 | COc1ccc(-c2nc(N)n(C(=O)Cc3ccccc3)n2)cc1 |
| -6 | 1 | -4 | -4 | 5 | 2 | -2 | -1.3 | -2 | C=C(C)Cn1c(CCNC(=O)C(C)(C)C)nc2ccccc21 |
| -1 | -2 | -6 | 13 | 2 | 2 | -14 | 2.2 | -21 | O=C(COC(=O)CSc1cc(Cl)ccc1Cl)Nc1ncc(C(F)(F)F)cc1Cl |
| -4 | 1 | 0 | -8 | 13 | 0 | 0 | 3.5 | 11 | CCOc1cccc(=O)c2c(C)n(CC3CCCO3)c(C)c12 (stereo not drawn) |
| -13 | 2 | 0 | 7 | 12 | 0 | 2 | 0.7 | -10 | CC(Oc1ccc(Cl)cc1Cl)C(=O)/C=C/N(C)C (stereo not drawn) |
| 2 | 0 | -3 | -2 | 0 | 1 | 2 | -1.2 | 9 | CC(C)[C@H](NC(=O)c1ccccc1)C(=O)NCCc1ccccc1 |
| 100* | 2 | -11 | -19 | -28 | -23 | 77* | -0.3 | 64* | NCCCC(=O)N1c2ccccc2Sc2ccc(Cl)cc21 |
| -4 | 5 | -13 | -7 | 0 | -8 | -7 | 1.3 | 1 | Cc1ccccc1NC(=O)CN1CCC(n2nnc3ccccc32)CC1 |
| -5 | 2 | -4 | 6 | 12 | 6 | 14 | 2.3 | 3 | CC(C)[C@@H](C(=O)N1CCN(C(=O)OC(C)(C)C)CC1)n1cc(CCO)nn1 |
| -10 | 2 | 3 | 3 | 10 | -3 | 14 | -1.9 | 9 | Cc1cc(C)n2nc(SCC(=O)N(CC(C)C)c3c(N)n(CC(C)C)c(=O)[nH]c3=O)nc2n1 |
| 5 | -1 | -6 | -2 | -8 | -3 | 6 | 0.1 | 6 | O=C(CCl)N(Cc1cc(=O)[nH]c2ccccc12)c1ccccc1 |
| -14 | 1 | -2 | 3 | 7 | -1 | 0 | -1.0 | 2 | O=C(O)C1C2CCC(O2)C1C(=O)Nc1ccc(Br)cc1F (stereo not drawn) |
| -1 | 10 | 3 | -2 | 2 | -4 | 9 | -1.1 | -4 | C[C@]12CCC(O)CC1=CCC1C2CC[C@]2(C)/C(=N\NC(N)=S)CCC12 (stereo partly drawn) |
| -4 | 3 | -1 | 2 | 6 | -1 | -3 | -2.4 | -3 | COc1cc(/C=N/NC(=O)c2c(C)nnn2-c2nonc2N)ccc1O |
| 7 | 0 | -1 | 11 | 15 | -5 | 4 | -0.9 | -5 | COc1ccc(Cl)cc1NC(=O)COC(=O)C1CC1 |
| -3 | 1 | 0 | 10 | 6 | 6 | 2 | 0.3 | 0 | Cc1sc2nc(CSCC(=O)Nc3cc(F)ccc3F)[nH]c(=O)c2c1C |
| 6 | 12 | -1 | -3 | -1 | -3 | 10 | -0.2 | 0 | CC(C)N1CC2(CC(c3ccccc3C(F)(F)F)=NO2)CN1C(=O)c1ccc(C(C)(C)C)cc1 (stereo not drawn) |
| -10 | 1 | 2 | -1 | 3 | -4 | 0 | 0.5 | 5 | CC(NC(=O)Cc1ccccc1)c1ccccc1 (stereo not drawn) |
| 12 | 2 | 1 | -1 | -4 | -1 | 6 | 0.0 | 1 | COC(=O)C1CN(S(=O)(=O)c2cc(OC)ccc2OC)CCS1 (stereo not drawn) |
| 5 | 1 | -1 | -7 | -1 | -12 | 8 | 23 | 8 | CCN(CC)c1ccc(C=C(c2nnnn2-c2ccc(C)cc2)c2nnnn2-c2ccc(C)cc2)cc1 |
| -8 | 5 | -2 | -6 | 8 | -12 | 1 | -1.4 | -4 | O=C(Cn1cnc2cc([N+](=O)[O-])ccc2c1=O)NC(c1ccccc1)c1ccccc1 |
| 8 | 1 | -7 | 13 | -5 | 1 | -7 | 0.2 | 9 | O=S(=O)(c1cc(F)ccc1F)N1CCC2(CC1)OCCO2 |
| -11 | -1 | 2 | 9 | 16 | 6 | -6 | -2.1 | 11 | CCOc1ccc(N(CC(=O)NC(C)(C)C)C(=O)c2ccco2)cc1 |

Continued; it opens with the 6 that closed the last part.
| CHRM1 antagonist | M4 ag | CHRM5 agonist | CHRM4 PAM | CHRM1 PAM | CHRM5 PAM | M5 antag | CRFBP-R2 agonist | M4 antag | compound |
| --- | --- | --- | --- | --- | --- | --- | --- | --- | --- |
| -10 | 1 | 2 | -1 | 3 | -4 | 0 | 0.5 | 5 | CC(NC(=O)Cc1ccccc1)c1ccccc1 (stereo not drawn) |
| 12 | 2 | 1 | -1 | -4 | -1 | 6 | 0.0 | 1 | COC(=O)C1CN(S(=O)(=O)c2cc(OC)ccc2OC)CCS1 (stereo not drawn) |
| 5 | 1 | -1 | -7 | -1 | -12 | 8 | 23 | 8 | CCN(CC)c1ccc(C=C(c2nnnn2-c2ccc(C)cc2)c2nnnn2-c2ccc(C)cc2)cc1 |
| -8 | 5 | -2 | -6 | 8 | -12 | 1 | -1.4 | -4 | O=C(Cn1cnc2cc([N+](=O)[O-])ccc2c1=O)NC(c1ccccc1)c1ccccc1 |
| 8 | 1 | -7 | 13 | -5 | 1 | -7 | 0.2 | 9 | O=S(=O)(c1cc(F)ccc1F)N1CCC2(CC1)OCCO2 |
| -11 | -1 | 2 | 9 | 16 | 6 | -6 | -2.1 | 11 | CCOc1ccc(N(CC(=O)NC(C)(C)C)C(=O)c2ccco2)cc1 |
| -2 | 1 | 0 | 9 | 3 | -9 | 4 | 3.5 | 0 | CCOC(=O)c1cnn(-c2cc(C)c3ccccc3n2)c1N |
| -12 | 0 | 2 | 10 | 12 | -4 | -9 | 2.8 | 5 | CCCCNC(=O)Cn1cnc2c(cnn2-c2ccc(C)c(C)c2)c1=O |
| 5 | -3 | -1 | 13 | 6 | 7 | 1 | 0.2 | 24 | Cc1ccc(C(=O)OCn2ncc(Cl)c(Cl)c2=O)cc1 |
| 2 | 1 | 0 | 4 | 2 | 5 | -7 | -0.4 | -14 | COc1cc(-c2nnc(SCC(=O)N(Cc3ccccc3)C(C)(C)C)o2)cc(OC)c1OC |
| -3 | 0 | -1 | -1 | 2 | 0 | 7 | -1.0 | 6 | CCCc1cc(=O)n2[nH]c(-c3cccc(Br)c3)cc2n1 |
| -10 | 0 | -5 | 5 | 9 | -3 | 5 | -0.5 | -10 | O=C(O)c1ccccc1NC(=O)c1ccccc1Nc1ccccc1 |
| 4 | 11 | 3 | -2 | -2 | -12 | 15 | 1.5 | -2 | CC(=O)N1CCN(C(=O)COc2ccccc2C(=O)Nc2ccccc2)CC1 |
| -2 | 4 | 0 | 13 | 4 | 0 | -7 | 1.9 | 9 | O=C(O)CSc1nnnn1C1CCCCC1 |
| 7 | 0 | -3 | -2 | -1 | -3 | 5 | 0.3 | 9 | CCCc1c(O)nc(SC2CC(=O)N(c3ccc(C)c(Cl)c3)C2=O)[nH]c1=O (stereo not drawn) |
| 3 | 1 | -5 | 5 | 15 | -2 | 8 | 0.1 | 6 | Cn1cc(CN2CCC(C(=O)Nc3ccc(Oc4ccccc4F)cc3)CC2)cn1 |
| 11 | 9 | -1 | -20 | -6 | -17 | 13 | -6.0 | 1 | O=C(Nc1cccc(Cl)c1)C1CCCN(S(=O)(=O)c2ccc(F)cc2)C1 (stereo not drawn) |
| -4 | -1 | -4 | -9 | 5 | -5 | -7 | -3.2 | 2 | CC1CCCCC1NC(=O)CO/N=C/c1ccc(OC(F)F)cc1 (stereo not drawn) |
| -2 | 1 | 1 | 3 | 10 | 0 | -5 | -1.8 | 8 | CC(C)c1ccc(NC2(C#N)C(=O)Nc3ccccc32)cc1 (stereo not drawn) |
| -8 | 1 | -1 | 6 | 10 | 4 | -8 | 2.7 | -16 | CC(=O)Nc1ccc(NC(=O)N2CCOCC2)cc1 |
| -14 | 2 | -1 | 4 | 11 | -2 | -2 | 0.8 | -3 | Cc1ccc(-c2cc(C(F)F)n3ncc(C(=O)NN4CCCCC4)c3n2)cc1 |
| -2 | 0 | -9 | 3 | 3 | 0 | 1 | 0.2 | -5 | C=CCc1ccc(OCCOCCN(C)C)c(OC)c1 |
| -16 | 0 | -4 | -4 | 4 | 0 | -1 | 1.7 | 3 | Cn1c(Cc2ccccc2)nnc1SCCC(=O)Nc1ccccc1 |
| -31 | 2 | 0 | -5 | 3 | -3 | -10 | 4.0 | -7 | CCn1cc(C(=O)NCc2ccccc2)c(=O)c2cc(F)c(N3CCN(C(=O)c4ccco4)CC3)cc21 |
| -5 | 2 | -2 | 3 | 9 | 0 | 12 | -1.1 | -2 | CCCN(CC1CC1)C(=S)Nc1ccc(C(C)=O)cc1 |
| x | 4 | -1 | -8 | x | -8 | 21 | x | 4 | CC(C)(C)OC(=O)Nc1ccccc1-n1nnnc1C(C(=O)c1ccc(F)cc1)N1CCN(c2ccccn2)CC1 (stereo not drawn) |

Already shown: an excerpt of the list.
| CHRM1 antagonist | M4 ag | CHRM5 agonist | CHRM4 PAM | CHRM1 PAM | CHRM5 PAM | M5 antag | CRFBP-R2 agonist | M4 antag | compound |
| --- | --- | --- | --- | --- | --- | --- | --- | --- | --- |
| -5 | 2 | -2 | 3 | 9 | 0 | 12 | -1.1 | -2 | CCCN(CC1CC1)C(=S)Nc1ccc(C(C)=O)cc1 |
| x | 4 | -1 | -8 | x | -8 | 21 | x | 4 | CC(C)(C)OC(=O)Nc1ccccc1-n1nnnc1C(C(=O)c1ccc(F)cc1)N1CCN(c2ccccn2)CC1 (stereo not drawn) |
